Source: PubChem BioAssay
GPR151 activ = human GPR151 activation. PathHunter beta-arrestin GPR151 cells, luminescence. activation, % at 11.2 µM. 650,000 compounds, 1% hits. Q8TDV0; in the data active = activation above about 4.9%;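 also: 0% = median of compound wells and 100% = cells with positive control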
Target sequence (Q8TDV0 whole entry, looked up): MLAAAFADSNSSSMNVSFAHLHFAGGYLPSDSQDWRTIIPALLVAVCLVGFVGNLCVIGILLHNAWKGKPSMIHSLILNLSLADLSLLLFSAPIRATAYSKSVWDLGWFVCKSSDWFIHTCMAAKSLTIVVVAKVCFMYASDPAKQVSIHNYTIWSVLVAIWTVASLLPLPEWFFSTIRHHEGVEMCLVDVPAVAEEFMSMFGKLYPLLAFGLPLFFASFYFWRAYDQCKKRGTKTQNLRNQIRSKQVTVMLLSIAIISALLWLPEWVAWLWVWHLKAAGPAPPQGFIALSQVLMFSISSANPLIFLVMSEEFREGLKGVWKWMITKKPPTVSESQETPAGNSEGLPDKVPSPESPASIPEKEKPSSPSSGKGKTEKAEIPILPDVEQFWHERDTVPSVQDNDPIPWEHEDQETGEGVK
FBW7 activator = activators of human E3 ligase FBW7; Q969H0; AlphaScreen FBW7–phospho-cyclin E peptide binding, activator screen; normalized activity (activation), % at 26.1 µM; 650,000 compounds, 0.13% hits; in the data active = normalized activity above about 1.9%;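 also: purified mutant Fbw7 with reduced substrate affinity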
TEAD-YAP block = TEAD-YAP interaction inhibition | HEK-TIYL cells, TEAD-Gal4/YAP UAS-luciferase luminescence | inhibition, % at 9.12 µM | 640,000 compounds, 1.4% hits; in the data active = inhibition above about 32%;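 also: 0% = median of test compound wells and 100% = reference inhibitor wells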
MITF primary = human MITF inhibition, primary screen | O75030 | AlphaScreen MITF homodimerization, bead proximity signal | inhibition, % at 2.6 µM | 650,000 compounds, 0.91% hits | AID 1259374; in the data active = inhibition above about 50%;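 also: 0% = vehicle wells with protein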
Target sequence (O75030 whole entry, looked up): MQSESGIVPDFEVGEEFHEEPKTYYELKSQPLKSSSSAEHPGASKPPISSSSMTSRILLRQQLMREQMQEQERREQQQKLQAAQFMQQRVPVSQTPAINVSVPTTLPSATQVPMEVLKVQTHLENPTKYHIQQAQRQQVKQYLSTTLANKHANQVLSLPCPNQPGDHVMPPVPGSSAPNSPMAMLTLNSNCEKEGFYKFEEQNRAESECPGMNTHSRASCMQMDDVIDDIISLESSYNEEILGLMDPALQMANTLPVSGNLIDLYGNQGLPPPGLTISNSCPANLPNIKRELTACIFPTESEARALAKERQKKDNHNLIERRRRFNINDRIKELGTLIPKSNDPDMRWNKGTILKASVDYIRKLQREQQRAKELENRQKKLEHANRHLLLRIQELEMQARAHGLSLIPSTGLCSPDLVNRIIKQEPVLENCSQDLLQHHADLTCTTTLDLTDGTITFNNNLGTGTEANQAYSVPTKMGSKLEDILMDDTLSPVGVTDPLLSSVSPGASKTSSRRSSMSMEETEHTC
An asterisk follows results filed as active; . = not tested or not shown.

SMILES | GPR151 activ | FBW7 activator | TEAD-YAP block | MITF primary
COc1cc([N+](=O)[O-])ccc1N=Cc1c(O)[nH]c2ccccc12 | -0.6 | -0.1 | -1 | -7
COc1cc(C#N)cc(Cl)c1OCc1ccccc1 | 0.4 | 0.1 | -2 | 7
O=C(NC(c1ccc(F)cc1)c1ccccn1)C1CCN(C(=O)Nc2cccs2)CC1 (stereo not given) | 0.2 | 0.1 | -4 | -9
O=C(CC1Nc2c3ccccc3nc(=S)n2C1=O)NCc1ccc(Cl)cc1 (stereo not given) | 0.5 | 0.0 | 4 | 3
CC1CC(C)CN(CCCNC(=O)Cn2c3ccccc3c3cn[nH]c(=O)c32)C1 (stereo not given) | -0.2 | 0.0 | -1 | 1
CCOc1ccc(OCCSc2nnnn2-c2ccccc2)cc1 | -1.2 | 0.1 | -2 | 5
Cc1ccc(NC(=O)c2ccc(C)c(S(=O)(=O)N3CCCCCC3)c2)cc1 | 0.5 | 0.3 | -29 | -10
COc1cccc(NC(=O)C(Cc2ccccc2)N2C(=O)C3C4C=CC(C4)C3C2=O)c1 (stereo not given) | -0.7 | 0.2 | 1 | 5
COc1ccccc1C(=O)N1CCN2C(=O)[C@H](CCCCN)NC(=O)[C@H]2C1 | -0.6 | 0.1 | -4 | 2
COCCCNC(=O)CN1C(=O)c2cccnc2Oc2ccc(Cl)cc21 | 2.5 | -0.1 | 8 | 7
Nc1cc(C(=O)OCC(=O)N2CCCCC2)ccc1Cl | -0.1 | 0.0 | -47 | -18
COc1ccc(N(C(C)=O)C2C=CS(=O)(=O)C2)c(OC)c1 (stereo not given) | 4.8 | -0.1 | 1 | 1
COc1ccc(/C=N/n2c(C)nnc2-n2nc(C)cc2C)cc1O | -1.5 | 0.1 | -11 | -6
O=C(NCc1ccccc1)C(c1ccco1)N(Cc1cccs1)C(=O)c1ccccn1 (stereo not given) | 0.8 | -0.2 | 2 | 3
Clc1ccc(C2CC(c3ccc(Cl)cc3)n3ncnc3N2)cc1 (stereo not given) | 0.7 | -0.1 | 13 | -5
O=C(c1ccc([N+](=O)[O-])cc1)N1CCc2c([nH]c3ccccc23)C1c1ccc(Cl)cc1 (stereo not given) | 1.9 | -0.2 | 1 | 10
CN(CCC#N)C(=O)Cn1nc(C(=O)O)c2ccccc2c1=O | -0.3 | 0.1 | 5 | -1
O=C(c1cc(COc2c(F)cccc2F)on1)N1CCSCC1 | -1.6 | -0.1 | -40 | 6
Clc1ccc(-c2nc3ccccc3[nH]2)cc1 | -9.9 | -0.1 | -41 | 8
Cc1ccccc1N(C)S(=O)(=O)c1ccc2[nH]cc(C(=O)NCCC(C)C)c(=O)c2c1 | 0.4 | 0.2 | 8 | 13
CCOc1ccc(NC(=O)c2c(NC(=O)CCC(=O)O)sc(-c3ccccc3)c2C)cc1 | -0.4 | 0.2 | 0 | -1
CCc1nc(N2CCC3(CC2)OCCO3)c2nnn(Cc3ccccc3)c2n1 | 1.2 | 0.1 | -1 | -178
COC(=O)c1ccccc1NC(=O)C(=O)Nc1ccccc1C(=O)OC | 0.8 | 0.0 | -4 | -4
COc1ccc(CN2CCSCC2)cc1OC | 1.3 | 0.0 | 2 | 42
COC(=O)c1ccccc1NC(=O)C1=C(C)NC(=O)NC1c1ccc(Cl)cc1Cl (stereo not given) | -1.0 | 0.7 | -2 | 22
COc1cc(C(=O)Nc2cccc(C)n2)cc(OC)c1OC | -0.1 | -0.1 | 4 | -2
COc1ccc(Cc2nnc(SCC(=O)N3CCCC(C)C3)o2)cc1 (stereo not given) | 1.7 | 0.0 | 14 | 1
Cc1ccc(-n2c(=O)[nH]cc(C(=O)Nc3ccc(C)cc3C)c2=O)cc1 | 0.7 | 0.0 | -3 | 15
CCN(C(=O)/C=C/c1ccc2c(c1)OCO2)c1ccccc1C | -0.3 | -0.1 | -3 | 6
COc1ccc(S(=O)(=O)N(Cc2ccccc2)Cc2nc3ccccc3c(=O)[nH]2)cc1 | -0.5 | 0.2 | -3 | 13
CC(C)(C)C(=O)NC1CCN(S(=O)(=O)c2ccccc2C(=O)O)CC1 | -1.3 | 1.0 | 10 | 8
CNC(=O)C(=O)N/N=C/c1ccc2c(c1)OCO2 | -1.5 | 0.0 | -26 | -5
CCCCOc1ccc(C(=O)Nc2ccc3oc(=O)ccc3c2)cc1 | -0.1 | 0.1 | 12 | 7
CNc1cc(Nc2cccc(N(C)C)c2)ncn1 | -0.9 | -0.3 | -74 | 3
N#Cc1c(-n2ncnc2-c2cccc(Cl)c2Cl)sc2c1CCCC2 | -0.7 | 0.1 | 0 | -1
CC(=O)c1ccc(NC(=O)C2CCC(C)(C(=O)O)C2(C)C)cc1 (stereo not given) | 0.0 | 0.1 | 4 | -2
C=CCN1C(=O)/C(=C\c2cccs2)C(C(=O)OC)=C1C | 0.5 | -0.3 | 7 | -2
O=c1[nH]c(-c2cc(Br)ccc2F)nc2nccnc12 | 0.9 | -0.1 | 2 | 20
C=CCc1cc(/C=C2/NC(=O)NC2=O)cc(OCC)c1OCc1ccccc1 | 0.3 | -0.1 | -2 | 14
COc1cccc(C(=O)CN2CCC(S(=O)(=O)c3ccc(C)cc3)CC2)c1 | 4.2 | -0.1 | 5 | -5
O=C(N/N=C/c1ccc(/C=N/NC(=O)c2ccc(O)cc2O)cc1)c1ccc(O)cc1O | -0.4 | -0.3 | -12 | -4
O=C(CSc1nnc(C2COc3ccccc3O2)o1)N1CCc2ccccc21 (stereo not given) | 1.4 | 0.0 | 0 | 0
COc1ccc2oc(=O)c(C(=O)NC(C)(C)CC(C)(C)C)cc2c1 | 1.4 | 0.1 | -3 | 7
O=C(Nc1ccccc1-c1nc2ccccc2[nH]1)c1ccc([N+](=O)[O-])cc1[N+](=O)[O-] | -1.7 | -0.1 | 5 | 1
O=C(/C=C/c1ccco1)Nc1ccc(S(=O)(=O)N2CCCCC2)cc1 | 13* | 0.0 | 5 | -13
Cc1ccccc1NC(=O)COC(=O)[C@H](CCC(N)=O)NC(=O)c1ccc(F)cc1 | 0.2 | -0.1 | 8 | -10
CCOC(=O)C1=C(c2ccccc2)OC(N)=C(C#N)C1c1ccc(OC)c(OC)c1 (stereo not given) | -1.4 | 0.0 | -3 | -2
CCCC(=O)Nc1nnc(C(C)C)s1 | -1.0 | 0.1 | 3 | 18
O=C(c1ccccc1)c1ccc2c(c1)C(=O)N(c1cccc3ccccc13)C2=O | -0.3 | 0.1 | -6 | 0
CSCCC(NC(=O)c1ccccc1)C(=O)OCC(=O)Nc1ccc(S(N)(=O)=O)cc1 (stereo not given) | 0.4 | 0.1 | 5 | 15
Next section:
SMILES | GPR151 activ | FBW7 activator | TEAD-YAP block | MITF primary
COC(=O)c1ccc(NC(=O)c2cccc(Cl)c2)cc1 | -1.8 | 0.5 | -54 | 2
CCCNC(=O)Cc1cn(-c2ccc(NCCN3CCOCC3)nn2)c2ccccc12 | 0.4 | -0.2 | 1 | 8
O=C(Nc1ccc(Cl)c(Cl)c1)c1cc(S(=O)(=O)N2CC3CC(C2)c2cccc(=O)n2C3)ccc1F (stereo not given) | 2.3 | -0.2 | 0 | -3
NC(=O)c1ccc(-c2ccccc2)s1 | -3.6 | 0.6 | -22 | 4
O=S(=O)(c1ccc(Cl)s1)N1CCN(c2nc3c(F)cccc3s2)CC1 | -0.5 | -0.1 | -5 | -1
OC(CN1C2=NCCCN2c2ccccc21)c1ccc(Cl)cc1 (stereo not given) | 0.7 | -0.1 | -16 | -6
COc1ccc(-c2cn3c(C)c(C(C)=O)sc3n2)cc1 | -1.0 | 0.3 | -31 | -1
CCOC(=O)C1=C(O)/C(=C/c2ccc(N(CC)CC)cc2OC)SC1=Nc1ccc(OCC)cc1 | 1.8 | -0.1 | -7 | -5
CN(C)CCCNS(=O)(=O)c1ccc(N)c([N+](=O)[O-])c1 | 0.7 | -0.1 | 5 | 9
CCCCOC(=O)c1cccc([N+](=O)[O-])c1C(=O)Nc1ccc(C(C)=O)cc1 | 0.9 | -0.1 | -2 | 19

Pulled one by one from above, three records:
SMILES | GPR151 activ | FBW7 activator | TEAD-YAP block | MITF primary
COc1ccc(-c2cn3c(C)c(C(C)=O)sc3n2)cc1 | -1.0 | 0.3 | -31 | -1
CCCCOC(=O)c1cccc([N+](=O)[O-])c1C(=O)Nc1ccc(C(C)=O)cc1 | 0.9 | -0.1 | -2 | 19
CCCNC(=O)Cc1cn(-c2ccc(NCCN3CCOCC3)nn2)c2ccccc12 | 0.4 | -0.2 | 1 | 8

More structures.
SMILES | GPR151 activ | FBW7 activator | TEAD-YAP block | MITF primary
COc1ccc(/C(C)=N/NC(=O)c2ccccc2OC)c(OC)c1 | -0.6 | 0.2 | -32 | 15
Cc1cccc(NC(=O)CC(C(=O)O)N2CCOCC2)c1C (stereo not given) | -2.0 | 0.1 | 8 | -5
COc1ccc(/C=C/C(=O)N2CCc3ccccc32)cc1 | -7.0 | 0.0 | 74* | 8
Cc1ccc2c(c1)-c1onc(C(=O)NCCN3CCCCC3C)c1CO2 (stereo not given) | -1.4 | -0.2 | -13 | -6
O=C(CCCn1cnc(-c2ccccc2)cc1=O)NCCc1csc(-c2ccccc2)n1 | 9.2* | -0.1 | 18 | 6
O=C(NCc1ccncc1)C(=O)N/N=C/c1ccccn1 | 0.0 | -0.4 | -1 | 25
COc1ccc(NC(=O)c2cc3nc(C4CC4)cc(C(F)(F)F)n3n2)c2ncccc12 | 0.4 | -0.1 | 4 | 3
Cc1ccc(NC(=O)c2ccccc2C(=O)O)cc1Cl | -0.9 | -0.2 | -1 | -1
CCCn1c(-c2ccc(Cl)cc2)csc1=Nc1cccc(C(F)(F)F)c1 | 0.9 | -0.1 | 8 | 2
Cc1nnc(SCCNC(=O)CC2C(=O)NCCN2CCC(C)C)s1 (stereo not given) | 1.9 | 0.0 | -8 | 0
O=C(c1nn2c(C(F)(F)F)cc(-c3ccccc3)nc2c1Cl)N1CCc2ccccc2C1 | -0.9 | 0.4 | 12 | 20
OCCCn1c(-c2ccc(Br)cc2)csc1=Nc1cccc(C(F)(F)F)c1 | -1.0 | 0.0 | -1 | 13
C=C(C)C(=O)OC[C@@H]1CN2[C@@H](CC[C@@H](C)[C@@H]2c2ccc(Br)cc2)C(=O)O1 | -0.8 | -0.1 | . | 23
C/C(=N/NC(=O)c1ccoc1C)C12CC3CC(CC(C3)C1)C2 | -7.3 | 0.1 | -24 | 2
Oc1ccc(Cl)cc1C=Nc1ccc(N2CCOCC2)cc1 | -0.3 | -0.5 | 4 | 0
CCCNC(=O)C1Sc2nnc(C)n2NC1c1ccc(OCC)cc1 (stereo not given) | -0.3 | 0.0 | 15 | 3
COc1cc(C2C(C#N)=C(N)OC3=C2C(=O)CCC3)cc(OC)c1OC (stereo not given) | 2.1 | -0.1 | -5 | 29
CCOC(=O)C1=CN(Cc2ccc(OC)cc2)C=C(C(=O)OCC)C1c1cccs1 | -0.4 | 0.5 | -2 | -15
Cc1ccccc1Nc1nc(N)nc(CN(C)CC(=O)Nc2ccc(F)cc2)n1 | 1.0 | -0.1 | 0 | -10
COc1ccc(N2CCn3c2nnc(C(=O)NCc2ccc(F)cc2)c3=O)cc1 | 2.2 | 1.8 | -5 | 6
CCn1cc(CN[C@H]2C[C@H]3C(=O)N[C@H](Cc4ccccc4)C(=O)N3C2)c(C)n1 | -0.5 | -0.2 | 10 | 1
CC(C)OC(=O)c1sc2nc3c(cc2c1N)C(=O)CCC3 | 1.2 | -0.1 | -16 | 8
CCC(C)(C(=O)NC1CCCCC1)N(Cc1ccco1)C(=O)C1CCC(=O)N1 (stereo not given) | -0.6 | 0.0 | 2 | 6
COCCCN1C(=O)C(=O)/C(=C(/O)c2ccccc2)C12C(=O)N(C)c1ccccc12 (stereo not given) | 0.6 | 0.2 | -2 | 7
O=C(CCCNC(=O)c1cnccn1)Nc1cccc2cccnc12 | -0.4 | -0.1 | -1 | 5
COC(=O)CN(C)C1CCC(=O)N(CCCC(C)C)CC1 (stereo not given) | 0.4 | -0.1 | 6 | 13

Among those listed so far, 9 have a thiophene ring, fused or not.
SMILES | GPR151 activ | FBW7 activator | TEAD-YAP block | MITF primary
O=C(NC(c1ccc(F)cc1)c1ccccn1)C1CCN(C(=O)Nc2cccs2)CC1 (stereo not given) | 0.2 | 0.1 | -4 | -9
O=C(NCc1ccccc1)C(c1ccco1)N(Cc1cccs1)C(=O)c1ccccn1 (stereo not given) | 0.8 | -0.2 | 2 | 3
CCOc1ccc(NC(=O)c2c(NC(=O)CCC(=O)O)sc(-c3ccccc3)c2C)cc1 | -0.4 | 0.2 | 0 | -1
N#Cc1c(-n2ncnc2-c2cccc(Cl)c2Cl)sc2c1CCCC2 | -0.7 | 0.1 | 0 | -1
C=CCN1C(=O)/C(=C\c2cccs2)C(C(=O)OC)=C1C | 0.5 | -0.3 | 7 | -2
NC(=O)c1ccc(-c2ccccc2)s1 | -3.6 | 0.6 | -22 | 4
O=S(=O)(c1ccc(Cl)s1)N1CCN(c2nc3c(F)cccc3s2)CC1 | -0.5 | -0.1 | -5 | -1
CCOC(=O)C1=CN(Cc2ccc(OC)cc2)C=C(C(=O)OCC)C1c1cccs1 | -0.4 | 0.5 | -2 | -15
CC(C)OC(=O)c1sc2nc3c(cc2c1N)C(=O)CCC3 | 1.2 | -0.1 | -16 | 8
